PglD DTNB: PglD (C. jejuni) enzyme inhibition; purified PglD enzyme, DTNB colorimetric CoA detection; inhibition, % at 12.5 µM; 360,000 tested, 0.098% active; in the data active means inhibition above about 16%, passing the limit was not always enough; inconclusive means no clear call, values can overlap the other calls; further: strong numbers were not always called active
C2C12 statin: suppression of simvastatin myotoxicity | 330,000 tested, 0.78% active | rescue of ATP level, % at 7.49 µM | C2C12 myotubes + simvastatin, ATP luminescence, 48 h; scaled: DMSO 0, geranylgeraniol control 100;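 active means mean ATP rescue above about 67%, or every replicate alone reaching that limit, limit read from the data, passing the limit was not always enough; inconclusive means no clear call, values can overlap the other calls; inactive means mean under the limit and some replicate under it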;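 further: myotubes were challenged with 10 µM simvastatin during compound exposure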
* = called active by the depositor; ? = inconclusive. This is a subset; count on the stated rates, not on these rows.

Order of values – PglD DTNB	C2C12 statin
> CCCn1c(=O)c(C(=O)Nc2ccccc2C(=O)OC)c(O)c2ccccc21
    0	3
> O=C(CC(SCc1ccco1)c1ccc(O)cc1)c1cccs1 (stereo unspecified)
    -6	44
> O=C(CN1CCCCC1)NCCNC(=O)CN1CCCCC1
    0	-5
> CCOC(=O)c1cnc(Nc2nc3ccccc3o2)nc1CN1CCN(C)CC1
    4	10
> N#CC1=C(N)C(C#N)(C#N)C(c2cccnc2)C2COCC=C12 (stereo unspecified)
    5	-4
> Nc1ncnc2c1ncn2[C@@H]1O[C@H](CNC(=O)[C@@H]2CCC(=O)N2)[C@@H](O)[C@H]1O
    -1	5
> COc1ccc(C2NC(=O)c3ccccc3O2)cc1OC (stereo unspecified)
    5	56
> O=c1c2ccccc2nc(-c2ccco2)n1Cc1ccccc1
    0	1
> Cc1onc(-c2ccccc2Cl)c1C(=O)Nc1ccc(-c2nnc3n2CCCCC3)cc1
    5	-12
> CSc1nc2c(c(=O)n1-c1ccccc1)SCC2
    -2	1
> CC1(C)NC(=O)N(CCOc2ccc3c(c2)CCC3)C1=O
    -2	11
> C=CCn1c(CCNC(=O)c2cccs2)nnc1SCC(=O)c1cccc([N+](=O)[O-])c1
    0	20
> CC(C(=O)Nc1sccc1C(N)=O)N1C(=O)C2CC=CCC2C1=O (stereo unspecified)
    4	12
> CN(C)c1ccnc(Oc2ccccc2)c1C#N
    3	-6
> COc1ccc(N2CCN(CCCNC(=O)CN3CCN(Cc4ccccc4C)C3=O)CC2)cc1
    -4	9
> CCN(CC)c1ccc2nc3ccccc3[n+](CC)c2c1
    -6	-115
> CCC(Sc1nncn1C)C(=O)Nc1ccccc1OC (stereo unspecified)
    -3	-4
> CCn1c2ccccc2c2cc(NC(=O)c3ccc(Br)o3)ccc21
    11	-31
> CCCCCOC(=O)Cn1c(N2CCCCCC2)nc2c1c(=O)[nH]c(=O)n2C
    -4	0
> Cc1cc2nc(C)c(Cc3ccccc3)c(=O)n2[nH]1
    18	2

Next part.
Order of values – PglD DTNB	C2C12 statin
> CCN1CCN(C(c2ccccn2)c2c(NC(=O)c3ccccc3)sc(C)c2C)CC1 (stereo unspecified)
    1	5
> CCOC(=O)c1cnc(SCC(=O)Nc2ccc(N3CCOCC3)c(Cl)c2)nc1N
    -2	1
> Cn1c(CSc2ncccn2)nnc1SCC(=O)N1CCCCC1
    0	-1
> C=CCn1c(COc2cccc3ccc(C)nc23)nnc1SCC(=O)O
    -4	3
> Cc1ccc(N2C(=O)C(Cc3ccccc3)NC2=S)cc1 (stereo unspecified)
    -5	-26
> COc1ccc(OC)c(C2=Nn3c(nnc3-c3cccc(OC(C)C)c3)SC2)c1
    2	-17
> O=C(CSCc1ccc(Cl)cc1)N/N=C/c1ccccc1
    -2	114*
> CC1=C(C(=O)Nc2ccccc2)C(c2ccco2)C(C#N)=C(SCC(=O)OC(C)C)N1 (stereo unspecified)
    0	8
> COc1ccc(NC(=O)CN(C)S(=O)(=O)c2ccccc2)c([N+](=O)[O-])c1
    -2	1
> O=C(CSc1nnc(-c2c[nH]c3ccccc23)o1)N(Cc1ccccc1)c1ccc(F)cc1
    -1	28
> CCOC(=O)N1CCN(C(=O)c2ccc(Cn3c(=S)[nH]c4cc5c(cc4c3=O)OCO5)cc2)CC1
    -2	0
> Cc1csc(N(C)C(=O)CSc2nnc(COc3cccc4ccccc34)o2)n1
    -1	18
> Cc1ccnc(NS(=O)(=O)c2ccc(NC(=O)C34CC5CC(CC(C5)C3)C4)cc2)n1
    8	0
> COc1ccccc1NC(=O)CC(NCCN(C)C)C(=O)O (stereo unspecified)
    -2	-1
> CC1=NOC(=O)/C1=C\c1ccc(-c2ccc(Cl)cc2Cl)o1
    -5	25
> O=C(CS(=O)(=O)Cc1ccccc1)Nc1cccnc1
    0	-17
> COc1ccc(Cl)cc1NC(=O)C1CCCN(c2cc(C)nc3ncnn23)C1 (stereo unspecified)
    2	18
> CCOC(=O)c1cc2c(C)nn(-c3ccccc3)c2s1
    5	-8
> COc1cccc(-n2nnnc2SCC(=O)NC2CCCC2)c1
    -2	-5
> c1ccc2sc(SN3CCOCC3)nc2c1
    -2	2

Fetched by compound from above:
Order of values – PglD DTNB	C2C12 statin
> Cc1ccc(N2C(=O)C(Cc3ccccc3)NC2=S)cc1 (stereo unspecified)
    -5	-26
> c1ccc2sc(SN3CCOCC3)nc2c1
    -2	2
> C=CCn1c(COc2cccc3ccc(C)nc23)nnc1SCC(=O)O
    -4	3
> CC1=C(C(=O)Nc2ccccc2)C(c2ccco2)C(C#N)=C(SCC(=O)OC(C)C)N1 (stereo unspecified)
    0	8
> O=C(CSc1nnc(-c2c[nH]c3ccccc23)o1)N(Cc1ccccc1)c1ccc(F)cc1
    -1	28

The list continues.
Order of values – PglD DTNB	C2C12 statin
> Cc1cc(NC(=O)CCS(=O)(=O)c2ccc3c(c2)NC(=O)C(C)S3)ccc1Br (stereo unspecified)
    1	-5
> O=C(Nn1cnnc1)C1Cc2ccccc2CN1S(=O)(=O)c1ccc(F)cc1 (stereo unspecified)
    -8	-3
> Cc1ccc(C(O)P(=O)(OC2CCCCC2)OC2CCCCC2)cc1 (stereo unspecified)
    1	-4
> CCOC(=O)c1[nH]c2c(c1C)C(=O)CC(c1ccc(OC)c(OC)c1)C2 (stereo unspecified)
    -1	4
> Cc1cc(Cl)ccc1OCCCC(=O)N1CCN(C)CC1
    -2	-11
> CN(Cc1ccccc1)Cc1ccccc1F
    4	28
> Cn1c(=O)c2c(ncn2CCCc2ccccc2)n(C)c1=O
    -4	1
> CCc1ccccc1NC(=O)CSc1nc2ccccc2n1CC(=O)N1CCCC1
    2	19
> COc1ccc2oc(C(=O)OCC(=O)c3ccc4c(c3)OCCO4)c(C)c2c1
    2	8
> CCCn1c(NCc2cccs2)nc2ccccc21
    5	-8
> CC(C)(C)NC(=O)Cn1nnc(-c2ccccc2NC(=O)c2cnccn2)n1
    -1	-18
> COCCCNC(=S)NC1CC2CCCC(C1)N2Cc1cccs1 (stereo unspecified)
    4	-1
> O=C(Cc1ccccc1)NC(NNc1ccccc1)(C(F)(F)F)C(F)(F)F
    -4	-6
> CC1CCCCN1C(=O)CSc1nc(-c2ccccc2)cc(=O)[nH]1 (stereo unspecified)
    -1	0
> CCC(=O)Nc1cccc(-c2ccc(N3CCN(C)CC3)nn2)c1
    -1	-6
> CCOC(=O)N1CCN(C(=O)c2ccc3c(c2)NC(=O)C(N2CCOCC2)S3)CC1 (stereo unspecified)
    17	12
> CCCCNC(=O)COC(=O)c1ccc(NS(=O)(=O)c2ccc3c(c2)OCCO3)cc1
    -3	6
> N#CC(C(=O)O)=C1CCCC1
    -1	-12
> Nc1cc(=O)[nH]c(=S)n1-c1cccc(C(F)(F)F)c1
    44*	3
> COC(=O)c1ccccc1NC(=O)CNc1cc(Cl)ccc1N1CCOCC1
    3	-16

Taken from above.
Value of CN(C)c1ccnc(Oc2ccccc2)c1C#N in PglD DTNB: 3
Value of Cc1csc(N(C)C(=O)CSc2nnc(COc3cccc4ccccc34)o2)n1 in C2C12 statin: 18

Further results follow:
Order of values – PglD DTNB	C2C12 statin
> Cc1cc(C)nc(SCc2nc3ccccc3n2C)n1
    1	-27
> COc1ccccc1N1CCN(C(=O)COc2ccc(C)cc2Br)CC1
    5	17
> COCCNC(=O)C1CCCN(c2nn3c(=O)cc(C)nc3s2)C1 (stereo unspecified)
    5	-2
> Cc1ccc(N)cc1-n1c(C)ccc1C
    2	17
> Cc1cc(C)n(C(=O)c2nn(C)c(C)c2[N+](=O)[O-])n1
    -2	6
> Cc1cc(SCC#N)n2nc(C)c(-c3ccc(Cl)cc3)c2n1
    2	-45
> CCOC(=O)c1ccc(NCc2ccc3c(c2)OCO3)cc1
    0	-2
> CCn1c(Cc2ccccc2)nnc1SCC(=O)Nc1ccc(C)cc1
    -5	5
> O=C(c1ccc(CS(=O)(=O)c2cccc(C(F)(F)F)c2)o1)N1CCN(c2ccccn2)CC1
    4	-10
> Fc1ccccc1/C=C1\CCCC2=C1Nc1nnnn1C2c1ccccc1F (stereo unspecified)
    -3	17
> O=C(NCCN1CCOCC1)c1cn(-c2ccccc2)nc1-c1cccs1
    -3	-1
> O=C(/C=C/c1ccccc1F)c1ccoc1
    -2	10
> CCNC(=O)CC1SC(=Nc2ccccc2C)N(C)C1=O (stereo unspecified)
    -5	15
> CCOc1c(Cl)cc(C(=O)Nc2ccccc2-c2ccccc2)cc1Cl
    7	19
> Cc1cccc(N2CCN(C(=O)n3ccnc3)CC2)c1C
    0	1
> O=C(Nc1ccc(S(=O)(=O)NCc2ccco2)cc1)c1ccncc1
    -3	10
> Cc1cc(NC(=O)CSc2nc3sc4c(c3c(=O)n2C)CCCC4)no1
    -3	-6
> Cc1ccc(N(CC(N)=O)C2SC(=O)N(Cc3cccc(C(=O)O)c3)C2=O)cc1 (stereo unspecified)
    -4	17
> CCOC(=O)COc1c(Br)cc(C2NC(=O)NC(C)=C2C(C)=O)cc1OC (stereo unspecified)
    -1	2
> CCc1ccc(-c2cn3nc(C)c(C)nc3n2)cc1
    1	-17

Other results follow.
Order of values – PglD DTNB	C2C12 statin
> Cc1ccc2nc3c(cc2c1)c(NS(=O)(=O)c1ccccc1)nn3CC(C)C
    7	?
> COc1ccc(C2=[N+]([O-])C(C)(C)N(O)C2(C)C)cc1
    5	-9
> Fc1ccc(Cn2nnnc2CN2CCN(C3CCCC3)CC2)cc1
    3	6
> Cc1nc(N2CCN(c3ccccc3)CC2)nc2c1C(=O)CCC2
    -6	-1
> COc1ccc(C2C(C(=O)N3CCOCC3)CCC(=O)N2c2cc(OC)c(OC)c(OC)c2)cc1 (stereo unspecified)
    4	-2
> COc1ccc(-n2c(C)c(C(C)=O)c(C(C)=O)c2C)cc1OC
    15	1
> Cc1cccc(NS(=O)(=O)c2cc(C(=O)OCC(=O)Nc3cc(C)on3)ccc2C)c1
    2	-12
> O=S(=O)(c1ccccc1C(F)(F)F)N1CCN(S(=O)(=O)c2ccccc2C(F)(F)F)CC1
    1	113*
> CCn1c(SCc2nc3ccccc3[nH]2)nnc1-c1ccccc1OC
    10	61
> O=C(O)CC1SC(=Nc2cccc(C(F)(F)F)c2)NC1=O (stereo unspecified)
    -6	-15
> O=C(Nc1cccc(F)c1)N1CC=C(n2c(=O)[nH]c3ccccc32)CC1
    -3	-7
> Cc1cc(C)cc(Oc2ncnc3c2ncn3Cc2c(Cl)cccc2Cl)c1
    -2	-3
> O=C(Nc1ncc2c(n1)CC(c1ccco1)CC2=O)c1ccc(Cl)cc1 (stereo unspecified)
    0	9
> CCOc1ccc(C(C)=O)cc1Cn1nc(C(=O)O)c2ccccc2c1=O
    -2	2
> CC(CN1CCOCC1)OC(=O)c1ccc(Br)cc1 (stereo unspecified)
    -2	0
> Cc1ccc2[nH]c(=O)c(C(c3nnnn3C3CCCC3)N3CCCc4ccccc43)cc2c1 (stereo unspecified)
    -13	16
> CC(=O)NS(=O)(=O)c1ccc(NC(=O)NC2CCCCC2)cc1
    1	3
> CC(C(=O)N(C)C)N(C#N)c1nc(N(C)C)nc(N(C)C)n1 (stereo unspecified)
    2	11
> OCCNc1ncnc2c1ncn2Cc1ccccc1
    -4	6
> CC(C)c1ccc(-c2nc3c([nH]2)c(=O)n(C)c(=O)n3C)cc1
    -10	-17

(next part)
Order of values – PglD DTNB	C2C12 statin
> CC(=O)Nc1ccc2ccccc2c1
    -2	1
> CN1CCN(c2ccc(NC(=O)Cc3ccccc3)cc2)CC1
    0	-2
> COc1ccccc1CN1CC(C(=O)NC2CCCCC2)CC1=O (stereo unspecified)
    1	7
> Cc1cc(C)nc(SCC(=O)Nc2ncc3c(n2)CCCC3=O)n1
    -5	3
> CCOC(=O)CCCNC(=O)CCNC(=O)c1ccc(OC)cc1
    -1	4
> CCN(CC)S(=O)(=O)N1CCC(C(=O)NCc2ccc(C)cc2)CC1
    5	6
> Cc1cc(NC(=O)CSc2nc(C3CCCCC3)nc3ccccc23)no1
    -2	-8
> COCCCNC(=O)C1CCCN(S(=O)(=O)c2ccc(C)cc2)C1 (stereo unspecified)
    3	8
> O=C(COC(=O)c1ccccc1Nc1ccccc1)NCc1ccccc1
    0	0
> CCC(=O)N1CCN(c2ccc(NC(=S)NC(=O)c3cccc([N+](=O)[O-])c3)cc2)CC1
    4	-10
> O=C(Nc1ccc(N2CCOCC2)cc1)c1ccc(Cl)nc1
    -5	-3
> O=C(Cc1cn2ccsc2n1)Nc1cccc2cnccc12
    3	0
> CC1(C)CC(=O)C2=C(C1)NC(SCC(=O)Nc1ccccc1)=C(C#N)C2c1ccco1 (stereo unspecified)
    -11	8
> CC(=O)NC12CC3CC(C1)CC(C(=O)OCC(=O)Nc1ncc(Cl)cc1Cl)(C3)C2
    2	23
> O=C(NCC(=O)N(Cc1ccco1)C(C(=O)NC1CCCC1)c1cccnc1)c1ccco1 (stereo unspecified)
    -4	-2
> CCCC(=O)C1=C(O)C(C(=O)OC)C(C)(C)CC1=Nc1ccccc1 (stereo unspecified)
    3	-5
> CCP(=O)(c1ccccc1)C(C)(C)O (stereo unspecified)
    2	-5
> Cc1ccccc1C(O)c1ccccn1 (stereo unspecified)
    -2	1
> Cc1cc(/C=C(\C#N)C(=O)NCC2CCCO2)c(C)n1-c1ccc(Cl)cc1 (stereo unspecified)
    3	4
> COc1ccc(-n2c(SCC(N)=O)nc3sc4c(c3c2=O)CCN(C)C4)cc1
    6	15

Next part
Order of values – PglD DTNB	C2C12 statin
> CCC/C(O)=C1\C(=O)CC(C)(C)CC1=Nc1ccccc1OC
    -6	-8
> C=CCOc1ccc(Oc2cc(C)nc(SC)n2)nn1
    -1	-8
> COC(=O)c1sccc1-c1ccc(C(=O)Nc2ccccc2)o1
    -88	4
> CCOc1cc2c(cc1C(C)(C)C)NC(=O)CS2
    0	-23
> CCOC(=O)CNC(=O)CSc1ncnc2c1cnn2-c1ccc(Cl)cc1
    -3	-8
